# ABCG2 block: inhibitors of human ABCG2 transporter, ABCB1 counter-screen | Q9UNQ0 | IgMXP3 cells, JC-1 efflux, flow cytometry | inhibition, % at 6.6 µM | 0.1% of 190,000 active;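 active = inhibition above 80%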;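 note: 0% = DMSO and 100% = nicardipine control wells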
# Target sequence (Q9UNQ0 whole entry, looked up): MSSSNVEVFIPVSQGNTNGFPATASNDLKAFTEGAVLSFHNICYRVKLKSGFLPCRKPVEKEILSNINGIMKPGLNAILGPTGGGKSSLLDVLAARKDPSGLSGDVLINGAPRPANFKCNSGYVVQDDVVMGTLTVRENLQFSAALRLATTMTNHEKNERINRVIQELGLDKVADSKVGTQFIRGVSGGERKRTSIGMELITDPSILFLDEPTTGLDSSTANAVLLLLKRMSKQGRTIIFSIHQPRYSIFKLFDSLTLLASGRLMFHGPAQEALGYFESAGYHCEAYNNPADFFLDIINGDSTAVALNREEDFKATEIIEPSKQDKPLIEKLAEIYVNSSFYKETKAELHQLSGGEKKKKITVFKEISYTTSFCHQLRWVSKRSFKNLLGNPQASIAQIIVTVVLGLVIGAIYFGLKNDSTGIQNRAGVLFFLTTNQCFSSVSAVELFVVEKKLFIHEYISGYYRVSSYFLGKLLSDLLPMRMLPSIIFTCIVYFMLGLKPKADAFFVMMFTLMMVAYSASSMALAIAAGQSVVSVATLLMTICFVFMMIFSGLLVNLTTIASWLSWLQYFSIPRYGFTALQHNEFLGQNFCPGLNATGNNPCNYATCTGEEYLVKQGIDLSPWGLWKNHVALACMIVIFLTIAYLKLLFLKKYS
#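 Incubation: cells with compound and JC-1, 10 min at 25 °C, rotating, no wash / Test system: IgMXP3 (ABCG2) plus far-red-tagged CCRF-Adr (ABCB1) cells / Compound dosing: one concentration, 6.6 µM final / Also added: JC-1 fluorescent substrate / Evaluation: efflux inhibition in percent versus controls / Detection: flow cytometry, 530 nm JC-1 signal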
# Bcl-W Bim block: human Bim-Bcl-W interaction inhibition; Q92843; bead-based flow cytometry, Bim peptide-Bcl-W binding; inhibition, % at 10 µM; 0.02% of 190,000 active; AID 952;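 note: 0% = bound tracer without compound and 100% = peptide blocker; higher means less fluorescent Bim peptide bound to Bcl-W beads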
# Target sequence (Q92843 whole entry, looked up): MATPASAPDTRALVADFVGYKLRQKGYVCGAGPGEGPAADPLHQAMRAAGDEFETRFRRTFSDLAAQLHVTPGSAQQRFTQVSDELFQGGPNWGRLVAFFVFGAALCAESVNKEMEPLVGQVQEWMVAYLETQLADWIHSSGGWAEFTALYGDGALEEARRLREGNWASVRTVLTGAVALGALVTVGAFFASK
# Bim-Mcl-1: disrupts Bim peptide binding to human Mcl-1. Bead-based flow cytometry, Bim peptide-Mcl-1 binding. inhibition, % at 10 µM. 0.1% of 190,000 active;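 note: 0% = no compound tracer wells and 100% = peptide blocker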
# Bcl-XL Bim block: inhibitors of Bim-Bcl-XL interaction, human | 0.04% of 190,000 active | inhibition, % at 10 µM | Q07817 | Bim peptide-Bcl-XL binding, bead flow cytometry, fluorescence
# Bim-Bcl-B: inhibitors of Bim-Bcl-B interaction, human. Q9HD36. bead-based flow cytometry, Bim peptide-Bcl-B binding. inhibition, % at 10 µM. 0.073% of 190,000 active;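 note: 0% = tracer peptide without compound and 100% = reference inhibitor peptide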
# ABCB1 block: human ABCB1 inhibition, ABCG2 as counter-screen | 0.067% of 190,000 active | inhibition, % at 6.6 µM | CCRF-Adr cells, JC-1 efflux, flow cytometry; in the data active = inhibition above about 40%;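 note: 0% = vehicle and 100% = reference inhibitor; higher value means more JC-1 retained so stronger ABCB1 efflux block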
# Bim-Bcl-2: disrupts Bim peptide binding to human Bcl-2; AID 950; Bead-based flow cytometry, Bim peptide-Bcl-2 binding; 0.06% of 190,000 active; inhibition, % at 10 µM; P10415; in the data active = inhibition above about 40%; inconclusive = no clear call, values can overlap the other calls;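 note: 0% = no compound wells with probe peptide and 100% = reference peptide inhibitor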
# Target sequence (P10415 whole entry, looked up): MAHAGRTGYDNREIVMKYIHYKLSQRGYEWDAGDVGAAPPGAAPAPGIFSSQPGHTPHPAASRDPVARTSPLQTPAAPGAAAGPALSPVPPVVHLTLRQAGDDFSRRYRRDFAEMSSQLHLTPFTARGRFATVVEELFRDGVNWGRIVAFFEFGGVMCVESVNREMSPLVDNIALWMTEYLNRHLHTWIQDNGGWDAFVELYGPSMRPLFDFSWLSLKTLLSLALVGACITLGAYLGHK
# RGS4-Gao reg: human RGS4-Galphao interaction regulation | P09471 | Multiplexed bead flow cytometry, RGS4-Galphao binding; actives lie on both sides | binding response (% of control), % at 10 µM | 0.33% of 220,000 active; in the data active = binding response below about 49% or above about 150%; inactive = in between;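 note: fluorescent Galphao activated with aluminum fluoride binding bead-coupled RGS4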
# RGS8-Gao: regulators of human RGS8-Galphao interaction; 0.34% of 220,000 active; P09471; multiplexed bead flow cytometry, RGS8-Galphao binding; actives lie on both sides; response (percent of control binding), % at 10 µM; in the data active = response below about 60% or above about 140%; inactive = in between;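 note: Galphao activated as the GDP aluminium fluoride complex binding bead-coupled RGS8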
# RGS7-Gao reg: regulators of human RGS7-Galphao interaction | 0.35% of 220,000 active | P09471 | binding response (% of control), % at 10 µM | Multiplexed bead flow cytometry, RGS7-Galphao binding; actives lie on both sides | AID 1439; in the data active = binding response below about 49% or above about 150%; inconclusive = no clear call, values can overlap the other calls; inactive = in between;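 note: fluorescent Galphao held in activated GDP-AlF4 state binding bead-coupled RGS7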
# Bfl-1 Bim block: human Bim-Bfl-1 interaction inhibition | Bead-based flow cytometry, Bim-Bfl-1 binding inhibition | 0.12% of 190,000 active | inhibition, % at 10 µM | AID 1008 | Q16548;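 note: 0% = wells without compound plus tracer and 100% = blocker peptide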
# * hit, by the source's call; ? = inconclusive; . = no result given. Cut-off read from the data, not from the text of the source, unless noted: active = inhibition above about 40%.
SMILES	ABCG2 block	Bcl-W Bim block	Bim-Mcl-1	Bcl-XL Bim block	Bim-Bcl-B	ABCB1 block	Bim-Bcl-2	RGS4-Gao reg	RGS8-Gao	RGS7-Gao reg	Bfl-1 Bim block
O=c1cc(N2CCC3(CC2)OCCO3)[nH]c(=O)n1C1CCCCC1	18	1	-3	-3	-6	1.2	-11	101	100	100	-18
COc1ccc(NC(=O)c2ccc(NC(=O)C(C)C)cc2)c([N+](=O)[O-])c1	10	-4	-1	-3	-3	0.4	0	104	106	101	1
COc1ccccc1NC(=O)c1cc(Cl)ccc1NC(=O)c1ccco1	8	-1	1	-6	-6	1.7	-6	104	102	102	-9
COc1cccc(CN(C)C(=S)Nc2cccc(C)c2)c1	2	0	0	-2	-4	0.0	-1	97	100	97	-8
O=C(NCCc1ccccc1)c1ccccc1NC(=O)C1CCCCC1C(=O)O (stereo unspecified)	1	0	0	1	0	0.5	0	91	96	88	-1
CC(C)CCNC(=O)C(c1ccco1)N(CCCO)C(=O)Cn1nnc(-c2ccc(F)cc2)n1 (stereo unspecified)	-1	-2	-3	-1	-2	0.1	-2	100	96	101	-1
O=C(N/N=C/c1ccccc1OCc1ccccc1)c1cccs1	9	-1	0	-4	-1	0.7	4	102	104	102	-2
Cc1cc(N(CC(=O)NC(C)C)S(C)(=O)=O)ccc1Br	2	-4	-6	-5	-5	0.2	-4	97	99	96	-3
O=C(O)C1CCCCC1C(=O)NCc1ccccn1 (stereo unspecified)	6	0	0	-2	-4	1.2	-4	104	105	?	-3
Cc1cc(C)n(-c2ccc(C(=O)OC(C)C)cc2)n1	6	0	0	8	2	0.7	0	97	86	100	0
CCN1C(=O)c2c(C)nc3ccccc3c2C1=O	7	1	-4	-13	-8	-1.2	-4	101	102	95	-8
CCCCCNc1c(C(=O)OCC)c(=O)[nH]c2ccccc12	2	-5	-2	-3	0	0.7	-1	92	96	93	-5
Cc1ccc(NCN2C(=O)C3CC=C(Cl)CC3C2=O)cc1 (stereo unspecified)	0	2	0	-4	-3	0.1	-3	100	98	103	-7
Cc1ccc2oc(=O)n(CC(=O)O)c2c1	1	0	4	0	-3	0.4	-4	105	101	103	-4
CC(C)N(Cc1ccccc1)C(=O)c1cnc2n(c1=O)CCS2	1	-9	-3	-11	-12	-0.1	-6	102	101	105	-5
O=C(NNC(=S)NC(=O)c1cccnc1)c1ccc(Cl)cc1	-1	-3	-5	-3	-3	-0.4	-4	90	84	88	0
CC(C)NC(=O)c1sc2nc3c(c(-c4cccs4)c2c1N)CN(C)CC3	2	-5	-2	-1	-5	0.9	-1	97	96	100	-1
CCOc1ccc(S(=O)(=O)NCCC(=O)OCN2C(=O)c3ccccc3C2=O)cc1	14	-4	-4	-9	-10	1.7	-11	96	98	99	-20
CC1CCC(NC(=O)C2CCC(CNS(=O)(=O)c3cccc4nsnc34)CC2)CC1 (stereo unspecified)	12	0	-1	-2	-8	1.8	-7	103	101	98	-10
Cc1cc(Oc2nc3c(C)cccn3c(=O)c2/C=C(\C#N)S(=O)(=O)c2ccccc2)ccc1Cl	9	-3	-1	-8	-7	0.0	-3	100	104	100	-9
Cc1cc(C(=O)NCCN2CCCCC2C)n(-c2ccccc2)n1 (stereo unspecified)	0	-3	-1	-8	-6	1.2	-5	103	102	103	-11
Cc1ccc(SCc2ccc(C(=O)N3CCCCC3)cc2)cc1	0	0	-2	-2	-3	-0.1	-1	92	97	93	-1
CNC(=S)N(CCc1c(C)[nH]c2ccc(C)cc12)Cc1ccc(OC)c(OC)c1	13	0	0	0	-5	3.3	2	.	.	.	2
CC(C)(C)C(=O)CSc1nccc(=O)[nH]1	2	-3	-3	-2	1	0.9	-2	90	80	88	2
Cc1ccc(NC(=O)COC(=O)c2cc(-c3cccs3)nn2-c2ccccc2)cc1[N+](=O)[O-]	17	-6	-3	-6	-4	12	-2	96	97	101	-1
Cc1ccc(NC(=O)CS(=O)CC(=O)N(CC(=O)NC2CCCC2)c2cc(C)ccc2C)cc1 (stereo unspecified)	3	-2	-2	-1	0	0.8	-6	99	97	103	-1
CC1CCN(S(=O)(=O)c2cccc(C(=O)NCc3cccs3)c2)CC1	1	1	0	2	-6	0.7	-7	102	100	100	-12
CCNC(=O)c1ccccc1NC(=O)c1cccc(S(=O)(=O)N2CCOCC2)c1	0	-5	-5	-6	-9	0.1	-5	-14*	6.6*	-3.6*	-4
C/C(=C\c1ccccc1)CN1CCN(c2ccccc2F)CC1	3	-2	0	-2	0	0.4	0	97	102	90	-2
Cc1ccc(O)c(-c2cc(C(=O)Nc3ccc(S(=O)(=O)Nc4nc(C)cc(C)n4)cc3)[nH]n2)c1	-4	10	7	7	15	0.1	1	98	85	95	10
CCc1nnc(NC(=O)CSc2nnc(Cc3cc(=O)[nH]c(=O)[nH]3)n2-c2ccc(OC)cc2)s1	0	1	2	-1	0	-0.3	1	102	103	106	-2
CS(=O)(=O)N(CC(=O)Nc1ccc2c(c1)OCO2)Cc1ccccc1	0	-2	-1	-5	-10	12	-10	101	99	103	-14
C/C(=N/Nc1ccc(C(=O)O)cc1)c1ccc(O)c(O)c1O	1	3	7	7	6	0.3	5	94	95	88	2
CC1=CCC2C(=O)N(c3ccc(C)c(Br)c3)C(=O)C2C1 (stereo unspecified)	-6	0	0	0	-1	-3.4	-7	85	93	85	-3
COC(=O)c1cn(C(=O)c2ccccc2F)nc1N	0	-1	-4	-1	0	0.0	0	102	100	108	-1
O=C(O)c1ccc(NC(=O)c2cn(-c3ccccc3)nc2-c2ccc(F)cc2)cc1	8	0	0	-3	-1	2.0	-4	96	100	87	-5
CCCn1c(=S)[nH]c2cc(C(=O)N3CCCC(C(=O)OCC)C3)ccc2c1=O (stereo unspecified)	2	-4	-2	-5	-9	0.2	-2	100	104	101	-2
Cc1ccnc(N/N=C/c2ccco2)n1	2	-2	-2	-2	-3	0.6	1	105	104	106	0
COc1cc(/C=C(/C#N)c2ccc(F)cc2)ccc1Oc1ccc([N+](=O)[O-])cn1	7	-3	0	-7	-10	0.9	-4	102	101	100	-13
Cc1c(C#N)c2ccccc2n1CC(=O)O	0	-4	-1	-2	-3	0.1	-2	100	101	104	-4

# Part of the list above, as labelled records:
Cc1ccnc(N/N=C/c2ccco2)n1
  ABCG2 block: 2; Bcl-W Bim block: -2; Bim-Mcl-1: -2; Bcl-XL Bim block: -2; Bim-Bcl-B: -3; ABCB1 block: 0.6; Bim-Bcl-2: 1; RGS4-Gao reg: 105; RGS8-Gao: 104; RGS7-Gao reg: 106; Bfl-1 Bim block: 0

COc1cc(/C=C(/C#N)c2ccc(F)cc2)ccc1Oc1ccc([N+](=O)[O-])cn1
  ABCG2 block: 7; Bcl-W Bim block: -3; Bim-Mcl-1: 0; Bcl-XL Bim block: -7; Bim-Bcl-B: -10; ABCB1 block: 0.9; Bim-Bcl-2: -4; RGS4-Gao reg: 102; RGS8-Gao: 101; RGS7-Gao reg: 100; Bfl-1 Bim block: -13

# Carrying on:
SMILES	ABCG2 block	Bcl-W Bim block	Bim-Mcl-1	Bcl-XL Bim block	Bim-Bcl-B	ABCB1 block	Bim-Bcl-2	RGS4-Gao reg	RGS8-Gao	RGS7-Gao reg	Bfl-1 Bim block
CCOc1ccc(CNC(=O)CCCc2cn(C)c3ccccc23)cc1OC	4	-6	-4	-6	-3	0.3	-2	102	105	101	-2
CC(=O)N1CCN(C(=O)c2cc(C)nc3ccccc23)CC1	1	0	0	1	-4	-0.3	-1	102	101	105	-3
CC(/C=C1\SC(=S)N(CCCC(=O)Nc2ccc(C(=O)O)cc2)C1=O)=C\c1ccccc1	-2	2	4	-2	-1	-0.8	1	102	98	99	-1
CCOC(=O)CSc1nnc([C@H](CC(C)C)NC(=O)OC(C)(C)C)o1	5	-3	-5	-2	0	0.0	-1	100	100	101	0
O=C(CSc1nnc(Cc2ccccc2)n1-c1ccc(F)cc1)N1CCOCC1	2	5	4	0	0	0.2	-4	94	99	104	0
Fc1ccc(Nc2c(-c3ccco3)nc3ccccn23)cc1	10	-5	-4	-7	-6	1.4	-2	103	102	99	0
CCCCCCCC(=O)N/N=C/c1ccc([N+](=O)[O-])o1	1	-5	-4	-9	-8	-0.2	-12	99	98	100	-9
CCOC(=O)c1c(CN2CCCCC2)n(C)c2cc(Br)c(OC)cc12	16	0	0	-1	-2	1.1	-2	101	100	99	-2
O=C(/C=C/c1ccc2c(c1)OCCCO2)c1ccccc1O	39	-2	-4	-4	-6	2.3	-4	105	102	107	-11
O=c1[nH]n2c(-c3ccccc3)nc(O)c2c2ccccc12	14	-1	0	0	-4	0.2	-2	100	99	101	-3
O=C(CCN1C(=O)c2ccccc2C1=O)Nc1cccnc1	2	-2	0	-1	-3	0.3	1	101	103	98	-1
CCOc1ccc(/C(O)=C2/C(=O)C(=O)N(CCOCCO)C2c2cccnc2)cc1 (stereo unspecified)	-6	1	0	-1	0	-5.8	2	101	100	100	-3
Cc1cc(OC(=O)c2ccc3ccccc3c2)c([N+](=O)[O-])c(=O)[nH]1	5	-2	0	-2	1	1.9	2	95	91	100	-1
O=C(Nc1nc(-c2ccccc2)cs1)c1cccc([N+](=O)[O-])c1	0	1	-3	-2	-4	0.0	-4	21*	12*	13*	0
OC(COc1ccc2ccccc2c1Br)Cn1ccnc1 (stereo unspecified)	6	-1	-4	-13	-11	0.6	-14	105	102	104	-14
COc1ccc(C(NC(=O)N2CC(C)OC(C)C2)C(Cl)(Cl)Cl)cc1F (stereo unspecified)	2	-2	-2	-3	-3	1.0	-5	101	106	101	-2
CC(C)n1c(SCC(=O)NCc2ccco2)nc2c1c(=O)n(C)c(=O)n2C	1	0	0	-5	-4	0.1	-3	102	101	104	-10
CCOc1ccc2nc(Cl)sc2c1	1	-1	0	-6	-14	0.4	0	94	90	96	2
C=CCN(CC=C)C(=S)Nc1cc(Cl)ccc1OC	16	-1	0	-2	-3	3.5	-7	98	100	100	-6
O=C(CN1C(=O)C2C3CCC(C3)C2C1=O)Oc1ccc2ccccc2c1 (stereo unspecified)	3	-6	-2	-7	-10	-0.1	-4	100	100	98	-12
CCCCC(c1nnnn1CS(=O)(=O)c1ccc(C)cc1)N1CCN(c2ccccc2)CC1 (stereo unspecified)	3	4	-1	-1	-8	10	-8	100	101	100	-11
CCC1CCCCN1CCCNC(=O)C1CCN(S(=O)(=O)N2CCCCC2)CC1 (stereo unspecified)	3	1	0	-16	-12	0.8	-9	102	100	101	-16
Cc1ccoc1C(=O)Nc1ccc(CC(=O)O)cc1	1	0	0	-3	-2	0.3	0	104	104	105	0
COc1cccc(OCC(=O)Nc2ccccc2-c2ccccc2)c1	10	-3	-5	-5	-9	1.3	-7	104	105	107	-10
Cn1c(-c2ccccc2)cc2c3no[n+]([O-])c3ccc21	2	-1	-3	1	0	0.2	-3	101	100	100	-2
O=C(NCc1ccco1)c1nc2c(nnn2Cc2cccc(Cl)c2)c(=O)[nH]1	-1	-1	-2	-2	-1	-0.1	0	91	96	92	-1
CC(=O)NC1=NN(C(C)=O)C(c2ccc(F)cc2)S1 (stereo unspecified)	-1	-1	0	-8	1	-0.4	-1	96	98	100	-1

# Assay outcomes as filed in PubChem BioAssay.
